Compound activity from PubChem.
aSyn yeast rescue: inhibitors of alpha-synuclein toxicity in yeast; AID 1347070; S. cerevisiae alpha-synuclein toxicity rescue, BacTiter-Glo growth, 24 h; 94,000 tested, 0.02% active; Potency, µM (doses to about 46.1 µM), without a hit: at the top dose growth rescue (activation), most hits filed as activators; active means well fitted activation curve with a large enough effect; further: 0% is about no effect
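Growth restoration measured by BacTiter-Glo luminescence after 24 hr at 30 deg C; alpha-synuclein yeast, raffinose-pregrown to mid-log, were added at OD600=0.02 in galactose medium onto pinned compounds.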
Starred values were filed as active, the others as inactive; & = joins results of further samples; [ ] = remark or other dose. Potency means the concentration at half of the fitted maximal effect. This is a subset. The share of hits here may be higher or lower than overall.

SMILES | aSyn yeast rescue
CC(C)CCOc1ccc(C(=O)Nc2cc(S(=O)(=O)N3CCOCC3)ccc2N2CCOCC2)cc1 | 13%
COc1cccc(NC(=O)CSc2nnc(-c3cccs3)o2)c1 | 0%
CC(C)c1nnc(NC(=O)COc2ccc3c(c2)OCO3)s1 | -2%
CCOC(=O)c1ccc(NC(=O)c2cnn(-c3ccc(C)cc3C)c2C2CCN(C(=O)OC(C)(C)C)CC2)cc1 | 2%
Cc1cc(C)c(S(=O)(=O)Nc2ccc3oc(C)c(C(=O)OC(C)C)c3c2)cc1C | 6%
COc1ccccc1CNS(=O)(=O)c1c(C)nc2sccn2c1=O | -5%&4%
Cc1ccc(C(=O)c2sc(Nc3ccccc3F)c(S(=O)(=O)c3ccccc3)c2N)c(C)c1 | -7%
Cc1ccc(-c2noc(N=O)c2NO)cc1 | 19%
O=c1c(N2CCc3ccccc3C2)csc2ccc(Br)cc12 | -12%
N#C/C(=C/c1cccc(O)c1)C(=O)NCc1ccc(Cl)cc1 | 1%
Fc1ccc(NC(=S)Nc2cc(-c3ccccc3)[nH]n2)cc1Cl | -11%
CC(C)N1CC(C(=O)Nc2ccc(Cl)cc2Cl)CC1=O (configuration not stated) | 4%
CCC(=O)N1c2ccccc2CC1C(=O)NCCc1ccccc1OC (configuration not stated) | -5%
COC(=O)c1ccc(C2c3c(oc4ccc(C)cc4c3=O)C(=O)N2Cc2ccc3c(c2)OCO3)cc1 (configuration not stated) | -12%
CCn1c(=O)cc(OCC(=O)Nc2ccccc2C#N)c2ccccc21 | -49%[inhibitor]
Cc1ccc(-n2c(=O)c3oc4ccccc4c3n(CC(=O)Nc3ccccc3)c2=O)cc1C | -9%
CCCCCCn1nnc2sc(-c3ccccc3)cc2c1=O | 4%
COc1ccc(Cl)cc1NC(=O)CCCN1C(=O)C(c2ccccc2)Oc2cccnc21 (configuration not stated) | -3%
COc1ccc(CCN2CC(=O)NC(=O)C2)cc1OC | -2%
O=S(=O)(Nc1cccc(F)c1)c1ccc2[nH]c3c(c2c1)CCCCC3 | -64%[inhibitor]

Molecules shown so far with nitrogen in an aromatic ring:
SMILES | aSyn yeast rescue
COc1cccc(NC(=O)CSc2nnc(-c3cccs3)o2)c1 | 0%
CC(C)c1nnc(NC(=O)COc2ccc3c(c2)OCO3)s1 | -2%
CCOC(=O)c1ccc(NC(=O)c2cnn(-c3ccc(C)cc3C)c2C2CCN(C(=O)OC(C)(C)C)CC2)cc1 | 2%
COc1ccccc1CNS(=O)(=O)c1c(C)nc2sccn2c1=O | -5%&4%
Cc1ccc(-c2noc(N=O)c2NO)cc1 | 19%
Fc1ccc(NC(=S)Nc2cc(-c3ccccc3)[nH]n2)cc1Cl | -11%
CCn1c(=O)cc(OCC(=O)Nc2ccccc2C#N)c2ccccc21 | -49%[inhibitor]
Cc1ccc(-n2c(=O)c3oc4ccccc4c3n(CC(=O)Nc3ccccc3)c2=O)cc1C | -9%
CCCCCCn1nnc2sc(-c3ccccc3)cc2c1=O | 4%
COc1ccc(Cl)cc1NC(=O)CCCN1C(=O)C(c2ccccc2)Oc2cccnc21 (configuration not stated) | -3%
O=S(=O)(Nc1cccc(F)c1)c1ccc2[nH]c3c(c2c1)CCCCC3 | -64%[inhibitor]

Following part
SMILES | aSyn yeast rescue
Cc1ccc(C)c(N(C)C(=O)CCS(=O)(=O)c2cccc3nonc23)c1 | 2%
COc1cc(/C=N/NC(=O)C(=O)NCc2ccco2)ccc1O | -6%
CCC(CC)c1nn2c(=O)cc(COc3ccc(NC(=O)c4ccc(Cl)cc4)cc3)nc2s1 | 8%
Cc1ccccc1CN1CCc2nc(N3CCN(c4ccccn4)CC3)ncc2C1 | -5%
S=C1NC(C23CC4CC(CC(C4)C2)C3)=CC(c2ccc3c(c2)OCO3)N1 (configuration not stated) | 3%
COc1ncnc2c1ncn2CCCNCC(C)c1ccccc1 (configuration not stated) | 0%
CC(C(=O)c1c[nH]c(C(N)=O)c1)c1ncc(C(F)(F)F)cc1Cl (configuration not stated) | -2%
CC(=O)Nc1ccc(NC(=O)C(C)OC(=O)/C=C/c2ccc3c(c2)OCO3)cc1 (configuration not stated) | -1%
c1ccc(COc2ncnc3c2ncn3CCCNCC(c2ccccc2)c2ccccc2)cc1 | -9%
Cc1ccccc1OCCCc1c(C)n[nH]c1C | 8%
O=C(COC(=O)c1cccc(S(=O)(=O)N2CCCC2)c1)Nc1ccccc1C(F)(F)F | 6%
CCC(CC)C(=O)Nc1cccc(-c2nc3ncccn3c2C)c1 | -15%
CCOC(=O)c1cc(C)n(CC2CCC(C(=O)Nc3ccc(OC)cc3)CC2)c1C (configuration not stated) | 0%
CNC(=O)/C(C#N)=C\c1ccc(CNS(=O)(=O)c2ccc(Cl)cc2)o1 | 1%
CC12CCCC(=O)C1CCC(=Cc1ccco1)C2=O (configuration not stated) | 2%
CCc1ccc2c(c1)c(=O)c(S(=O)(=O)c1ccccc1)cn2CC(=O)Nc1cc(C)ccc1C | 2%
COc1ccc(CN2C(=O)C(=O)N(CC(N)=O)C2=O)cc1 | 0%
CNC(=O)c1ccsc1NC(=O)c1ccc(S(=O)(=O)N2CCc3ccccc32)cc1 | -4%
CCCCn1c(CCNC(=O)c2ccc(F)cc2)nc2ccccc21 | -9%
COc1ccc(OC)c(CNC(=O)NCc2noc3ccc(C)cc23)c1 | 0%
O=C(c1ccco1)N1CCN(Cc2cc(=O)c(OCc3c(F)cccc3Cl)co2)CC1 | -12%
CCN(CC(=O)NCc1ccc(Cl)cc1)C(=O)c1cc(OC)cc(OC)c1 | 1%
Cc1nc(SCC(=O)Nc2ccc(C)c(Cl)c2)cc(-c2ccccc2)n1 | 3%
COc1cccc(-c2cn3c(n2)sc2cc(C(=O)NCc4ccccc4F)ccc23)c1 | 10%
O=C(Nc1cc(C(F)(F)F)ccc1N1CCCCC1)C1=COCCO1 | -6%
CCOC(=O)c1cc(CC)sc1NC(=O)COC(=O)c1cnccn1 | -2%
O=C(CSc1nnc(-c2ccc(Cl)cc2)o1)N1CCOCC1 | 2%
Cc1ccc(NC(=O)CSCC(=O)Nc2cc(Cl)ccc2N2CCN(C)CC2)cc1 | -3%
Cc1ccc2nc(-c3cccc(NC(=O)c4cccc5c(Cl)cccc45)c3)oc2c1 | -4%
CCOc1cccc(C2c3c(oc4ccccc4c3=O)C(=O)N2c2nc(C)c(C(=O)OC)s2)c1 (configuration not stated) | 6%
CCc1ccc(CN(C)Cc2c(C(=O)N3CCOCC3)nc3c(C)cccn23)nc1 | -3%
COc1ccc(-c2cc(C(F)(F)F)nc(SCC(=O)N(C)Cc3ccccc3)n2)cc1 | 7%
CC1(C)C/C(=N\NC(=S)Nc2ccccc2F)c2cc(O)ccc2O1 | -24%
O=C(CS(=O)(=O)c1cccc2nsnc12)N1CCN(c2cccc(C(F)(F)F)c2)CC1 | 7%
C[C@H](CO)N1C[C@H](C)[C@@H](CN(C)Cc2ccc(F)cc2)Oc2ncc(Br)cc2C1=O | 3%
Cc1nc(N2CCCC2)ncc1C(=O)NCc1ccc(Cl)cc1 | 2%
CCc1nc(SCC(=O)N2CCC(C)CC2)c2c(=O)n(C)c(=O)n(C)c2n1 | -4%
O=C(Cn1ccc2cc(S(=O)(=O)N3CCCCC3)ccc21)NCc1ccccc1Cl | -20%
CC(C)(C)OC(=O)N1CCC(c2c(C(=O)N3CCN(C(=O)c4ccco4)CC3)cnn2-c2ccc(Cl)cc2)CC1 | 5%
O=C(NCc1ccccc1)NC1COc2ccccc2C1 (configuration not stated) | -3%
Cc1ccc(CNC(=O)CN(c2cccc(C)c2C)S(=O)(=O)c2ccccc2)cc1 | -9%
CCn1cc(S(=O)(=O)c2ccc(C)cc2)[nH]c1=O | 2%
COc1ccc([C@H]2C[C@H](n3cc(COC(=O)c4ccccc4)nn3)[C@@H](O)CN2C(=O)C2CCCCC2)cc1 | -1%
CCCCN1CCNC1=S | 3%
CCc1nc2c(cnn2-c2ccc(Cl)cc2)c(=O)n1-c1ccc(OC)c(Cl)c1 | -1%
COc1cc(CNC(=O)c2cnc3c(-c4cccc(C)c4)c(C)nn3c2C)cc(OC)c1OC | 7%
COc1ccc(OC)c(NC(=O)CSc2nc(-c3ccccc3C)nc3cc(=O)[nH]n23)c1 | 0%
CCOc1ccc(NC(=O)NC(C)c2c(-n3cccc3)sc3c2CCN(CC)C3)cc1 (configuration not stated) | -2%
COc1ccc(C(=O)OCCc2sc[n+](CC(=O)c3ccccc3)c2C)cc1 | -4%
CCOc1ccccc1Nc1sc(C(=O)c2ccccc2)c(N)c1C(=O)NCCc1ccccc1 | 5%

Other records follow.
SMILES | aSyn yeast rescue
O=[N+]([O-])c1cccc(OCC(O)CN2CCN(S(=O)(=O)c3cc(Cl)ccc3Cl)CC2)c1 (configuration not stated) | 14%
COc1ccc(NC(=O)COC(=O)CCc2cc(OC)c(OC)c(OC)c2)c([N+](=O)[O-])c1 | 4%
CC(C)OCCCn1c(=O)c2ccccc2n2c(-c3cc(Cl)ccc3O)nnc12 | -5%
CCN(CC)S(=O)(=O)c1ccc(NC2CCN(Cc3ccccc3)CC2)nc1 | 11%
O=C(Nc1cccc(-c2nc3ccccc3[nH]2)c1)c1c(F)cccc1F | -7%
Cc1ccc(NC(=O)N2C3CCCC2CC(NC(=O)C2CC2)C3)cc1 (configuration not stated) | 2%
CN(C)CCNC(=O)CCCN1C(=O)c2cccnc2Oc2ccc(Cl)cc21 | -6%
CC1CN(C(=O)Nc2ccc(Br)cc2Cl)CC(C)O1 (configuration not stated) | -5%
COc1ccc(N2CCN(C(=O)Cn3cnc4c3c(=O)n(C)c(=O)n4C)CC2)cc1 | 1%
COc1cc(/C=N/NC(=O)c2cccc(S(=O)(=O)N3CCCC3)c2)cc(OC)c1O | 8%
CCOC(=O)c1c(NC(=O)C2c3ccccc3Oc3ccccc32)sc(C)c1CC | 6%
CC(C)CCn1c(SCc2c(F)cccc2Cl)nc2ccsc2c1=O | 5%
COc1ccc(N(CC(=O)Nc2ccc(C)c(C)c2)S(=O)(=O)c2ccc(C)cc2)cc1OC | 4%
C[C@@H]1CN([C@@H](C)CO)S(=O)(=O)c2ccc(C#Cc3cccc(F)c3)cc2O[C@H]1CN(C)S(=O)(=O)c1cn(C)cn1 | -2%
CCOc1ccc(CNS(=O)(=O)c2c(C(=O)N3CCC(C)CC3)c(C)n(C)c2C)cc1OC | 4%
Cc1ccc(C)c(NC(=O)Cn2c(=O)n(Cc3ccco3)c(=O)c3oc4ccccc4c32)c1 | -7%
CCC(=O)Nc1ccc(C)cc1-c1nc2ccccc2n(CC(=O)c2ccc(C)cc2)c1=O | -3%
CC(C)c1nn2c(=O)cc(COC(=O)c3ccc4c(c3)OCO4)nc2s1 | 2%
Cn1ccnc1CC(C)(O)c1ccccc1 (configuration not stated) | -1%
CCc1ccc(C(=O)c2cn(Cc3ccc(F)cc3)c3cc(OC)c(OC)cc3c2=O)cc1 | -1%
CN(C)S(=O)(=O)c1cccc(-c2nnc3n2CCCCC3)c1 | -7%
NC(=O)c1ccc(NCC2CCCO2)c([N+](=O)[O-])c1 (configuration not stated) | 3%
NC(=O)/C(=C\c1ccco1)NC(=O)c1ccco1 | -13%
Cc1ccc(NC(=O)c2ccc3c(O)c(S(=O)(=O)c4ccccc4)c(=O)[nH]c3c2)cc1Cl | -5%
Cc1cc(C(=O)CSc2nnc(N)s2)c(C)n1C1CC1 | 3%
Cc1ccc2onc(CNC(=O)N(C)Cc3ccccc3)c2c1 | 6%
c1ccc(CCNc2nc(-c3ccncc3)nc3ccccc23)cc1 | 7%
COc1ccc(S(=O)(=O)N2CCCCC2)cc1NC(=O)c1ccc(=O)[nH]c1 | -2%
Cc1sc2ncnc(SCC(=O)Nc3nc(-c4ccc(F)c(F)c4)cs3)c2c1C | 6%
Cc1ccc(-n2nnnc2CNC(=O)C(C)(C)C)cc1C | -2%
CC1CN(C(=O)N2CCC(C(=O)NCCC3=CCCCC3)CC2)c2cc(Cl)ccc2O1 (configuration not stated) | 11%
Cc1cccc(-c2nc3c4ccccc4nc(N4CCN(c5cccc(Cl)c5)CC4)n3n2)c1 | 6%
Cc1nc2sc(C(N)=O)c(N)c2c2c1CCCC2 | 22%
N#Cc1ccccc1S(=O)(=O)N1CCN(C(=O)c2cc3c(s2)CCC3)CC1 | 2%
O=C(CSc1ccccc1)NC1CC1 | -3%
Cc1ccc(/C=N/NC(=O)CSc2nc3ccccc3[nH]2)o1 | -44%[inhibitor]
CC1CCC/C(=C\Nc2ccc(C(=O)O)c(O)c2)C1=O (configuration not stated) | -2%
COc1ccc(N2CC(NC(=O)c3c(F)cccc3Cl)CC2=O)cc1OC (configuration not stated) | 1%
COc1ccc2c(C)c(CCC(=O)NCc3ccccc3OC)c(=O)oc2c1 | 3%
CCc1c(CN2CCN(c3cccc(C)c3C)CC2)csc1C | -4%
Cc1ccc(CSc2ncc(Cl)c(C(=O)Oc3ccc(F)cc3)n2)cc1 | -12%
CCOc1cc(C(=O)N(Cc2nc(-c3ccc(C)cc3)no2)C(C)C)cc(OCC)c1OCC | -16%
Cc1nc(N2CCOCC2)c2c(C(=O)N3CCN(c4ccccc4)CC3)c(C)oc2n1 | 2%
COC(=O)c1cc(NC(=O)c2ccc(-c3ccc(Cl)cc3Cl)o2)cc(C(=O)OC)c1 | -2%
O=C(COc1ccccc1)Nc1ccc(S(=O)(=O)Nc2ccccn2)cc1 | 1%
